# Screens: PubChem BioAssay, National Center for Advancing Translational Sciences (NCATS)
# IL1B secr inh = inhibitors of inflammasome signaling (IL-1 beta secretion) | THP-1 LPS/ATP IL-1B secretion, AlphaLISA, 16 h; hits give low values | activity change, % at 57.5 µM | 4.7% of 360,000 active | AID 743279; in the data active = activity change below about -50%; inconclusive = mostly about -30% to -49%; note: % is set by controls: 0 for no effect and ±100 for the full control effect
#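 Secreted IL-1B measured by AlphaLISA bead assay after 16 h compound exposure of THP-1 cells; compounds (final up to 57.5 uM) added 1 h before LPS (250 ng/mL) and ATP (1.25 mM) stimulation; lower signal means less secretion.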
# MCF10A rerep = induces DNA re-replication in MCF 10a normal breast cells. MCF 10A DNA re-replication, Hoechst nuclear intensity, 48 h. Potency, µM (top dose mostly 46.1 µM), without a hit: top-dose activity, positive = re-replication, actives largely listed as activators. 2.9% of 350,000 active. AID 624296; note: potency is the fitted concentration of half-maximal effect; % of control where 0% means no effect; nearly all actives have a fitted effect of over 50% in size
# HT1080 IDH1KD tx = kills HT-1080 cells with IDH1 knockdown | HT-1080 IDH1 knockdown viability, ATP luminescence, 48 h | Potency, µM (series often up to 46.1 µM), without a hit: at the highest dose activity, negative = toxicity, actives largely listed as cytotoxic | 2% of 360,000 active | AID 686971;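 note: potency is the fitted concentration of half-maximal effect; 0% = DMSO wells and -100% = cell-free medium wells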
#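 Assay cells: HT-1080 with IDH1 knockdown, 750 per well, RPMI/5% FBS. Exposure: 48 h at 37 °C following 2 h pre-incubation. Read: CellTiter-Glo luminescence; fitted concentration-response, curve class assigned.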
# SW480 rereplic = induces DNA re-replication in SW480 colon adenocarcinoma cells | SW480 DNA re-replication, Hoechst DNA content imaging, 48 h | Potency, µM (highest dose often 46.1 µM), without a hit: top-dose re-replication activation, actives largely listed as activators | 1.8% of 340,000 active; note: potency is the fitted concentration of half-maximal effect; % of control where 0% means no effect; nearly all actives have a fitted effect of over 55% in size
#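 Treated cells incubate 48 hr (37 C, 5% CO2), are stained 40 min with Hoechst, and nuclear fluorescence is enumerated; a rise in nuclei with high DNA signal marks re-replication.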
# KB-V1 MDR tox = KB-V1 MDR subline cytotoxicity | 3.4% of 400,000 active | AID 1347076 | Potency, µM (doses to about 46.1 µM), without a hit: at the highest dose activity change, negative = cytotoxicity, hits mostly cytotoxic | KB-V1 MDR cells viability, CellTiter-Glo, 72 h; note: potency is the fitted concentration of half-maximal effect; % is set by controls: 0 for no effect and ±100 for the full control effect; nearly all actives have a fitted effect of over 60% in size
#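 In this primary screen, KB-V1 cells overexpressing P-gp are incubated with library compounds (lowest to highest concentration) for 72 h at 37 degrees C before a luminescent ATP viability read.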
# S2 tox = viability counter-screen for ATXN expression inhibitors; S2 cells (HEK-293 line with an ATXN2-luciferase reporter) viability, CellTiter-Fluor protease fluorescence, 24 h; Potency, µM (series often up to 56.7 µM), usual class: cytotoxic; 0.49% of 400,000 active; AID 651635; note: potency is the fitted concentration of half-maximal effect; nearly all actives have a fitted effect of over 40% in size
# HT1080NT lethal = kills 2HG-producing HT-1080-NT fibrosarcoma cells | HT-1080-NT fibrosarcoma viability, CellTiter-Glo ATP luminescence, 48 h | Potency, µM (doses to about 46.1 µM), for the others: at the highest dose activity, negative = less viability, usual class: cytotoxic | 1.6% of 360,000 active;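 note: NT is the 2HG producing partner of a matched IDH1 knockdown line; potency is the fitted concentration of half-maximal effect; 0% = DMSO-treated cells and -100% = media-only wells without cells; nearly all actives have a fitted effect of over 55% in size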
#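 Viability by CellTiter-Glo luminescence after 48 h compound exposure at 37C of HT-1080-NT cells (750/well, RPMI, 5% FBS). % activity scaled between DMSO wells and medium-only wells, then curve-fitted and categorized by curve class.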
# ATXN2 expr inh = inhibitors of ATXN2 expression; HEK-293 ATXN2-luciferase reporter, luminescence, 24 h; Potency, µM (titrated, usually from 57 µM), inactives show at the top dose activity change, negative = inhibition, actives largely listed as inhibitors; 0.72% of 360,000 active; note: potency is the fitted concentration of half-maximal effect; % is set by controls: 0 for no effect and ±100 for the full control effect; nearly all actives have a fitted effect of over 55% in size
#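 qHTS (up to 57 uM final) was run with 24 h compound exposure of reporter cells at 37 °C. Each well was multiplexed: SteadyGlo luminescence measured ATXN2-luciferase expression after a fluorogenic Gly-Phe-AFC viability readout (25 uM final).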
# KB-3-1 tox = KB-3-1 parental cell cytotoxicity | KB-3-1 viability, CellTiter-Glo ATP luminescence, 72 h | 1.4% of 400,000 active | Potency, µM (series often up to 46.1 µM), without a hit: top-dose activity change, negative = cytotoxic, most hits filed as cytotoxic; note: potency is the fitted concentration of half-maximal effect; % is set by controls: 0 for no effect and ±100 for the full control effect; nearly all actives have a fitted effect of over 60% in size
#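 Parental KB-3-1 viability, qHTS format: 72 h compound exposure, 37 °C; CellTiter-Glo; media-only wells and DMSO plates as controls; concentration-effect fits on corrected data.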
# The depositor's hits bear a star; i = inactive; ? = inconclusive; . = no result given; [ ] = remark or other dose. Unless noted, calls come from the whole dose curve; as a rule, active = well fitted curve in the direction sought with a large enough effect; inconclusive = small, poorly fitted or top-dose-only effect, or another doubt; inactive = no such curve, though single readings can be large; an effect the other way counts as inactive or inconclusive.
# Fields – S2 tox	SW480 rereplic	KB-V1 MDR tox	MCF10A rerep	ATXN2 expr inh	HT1080NT lethal	KB-3-1 tox	HT1080 IDH1KD tx	IL1B secr inh
[1] CC(OC(=O)CCC1CCCCC1)C(=O)Nc1ccc(S(N)(=O)=O)cc1 (stereo not drawn)
    i	-1%	4%	-4%	1%	2%	5%	9%	-4
[2] CCCSc1nnc(-c2c[nH]c3ccccc23)n1C
    i	-16%	1%	-3%	32%	?	34%	5%	0
[3] O=C(NN1C(=O)C2C3C=CC(C4CC34)C2C1=O)c1ccc(Cl)cc1Cl (stereo not drawn)
    i	1%	?	14%	-2%	12%	-9%	-7%	63
[4] Cc1cc(=O)[nH]c(SCC(=O)c2ccc(C(C)C)cc2)n1
    i	-1%	10%	1%	27%	-1%	0%	-9%	22
[5] Cc1ccc(CC(=O)N2CCN(c3cccc(C(F)(F)F)c3)CC2)cc1
    i	15%	?	24%	-3%	5%	?	-8%	-5
[6] Cc1ccc(-n2c(C)nnc2SCC(=O)N(C)c2c(N)n(Cc3ccccc3)c(=O)[nH]c2=O)cc1
    i	4%	0%	-5%	4%	1%[9.24 µM]	-3%	10%	-18
[7] CC1CCCN(C(=O)C2CCCN(S(=O)(=O)c3cccc4nsnc34)C2)C1 (stereo not drawn)
    i	-1%	-27%	4%	-7%	-3%	-7%	1%[9.24 µM]	-12
[8] O=C(OCC(=O)N1CCc2ccccc2C1)c1cccs1
    i	6%	5%	-35%[inhibitor]	33%	19%	-3%	14%	-14
[9] CC(=O)Nc1ccc(S(=O)(=O)N2CCc3cc4c(cc3C2)OCCCO4)cc1
    ?	1%	-5%	10%	.	-13%	-19%	-1%	7
[10] COc1ccc(C)cc1S(=O)(=O)N(C)CC(=O)N1CCC(C(N)=O)CC1
    i	-10%	0%	-1%	8%[11.3 µM]	11%	3%	24%	8
[11] COc1ccccc1-c1c(-c2ccc(OCC(=O)NN)cc2O)n[nH]c1C(F)(F)F
    i	13%	-13%	?	0%	-6%	0%	-4%	-23
[12] CCCOc1ccc(C(=O)NC(=S)N2CCN(c3cc4c(cc3F)c(=O)c(C(=O)O)cn4CC)CC2)cc1
    i	21%	-21%	-2%	-8%	0%	-22%	-9%	18
[13] CCn1ccc2cc(S(=O)(=O)N3CCCN(C(=O)Nc4ccccc4C(F)(F)F)CC3)ccc21
    i	.	?	.	9%	.	1%	.	.
[14] Cc1ccc(N(C(=O)c2ccc(S(=O)(=O)N3CCOCC3)cc2)C2C=CS(=O)(=O)C2)cc1C (stereo not drawn)
    i	-5%	2%	1%	4%	1%	14%	0%	2
[15] COc1ccc(C(=O)OCC[N+]2(C)CCOCC2)cc1
    i	1%	-5%	-4%	5%	20%	-7%	9%	31
[16] CCn1c(-c2ccccc2)c[nH]c1=S
    i	-3%	-13%	-2%	5%	2%	-18%	4%	11
[17] Cc1ccnc(NS(=O)(=O)c2ccc(NC(=O)Cc3ccc(F)cc3)cc2)n1
    i	0%	0%	?	.	-1%	6%	-1%	-1
[18] Cn1c2c(c(=O)c3ccccc31)CCCC2
    i	5%	-10%	?	-10%	21%	10%	18%	-8
[19] O=C(CCN1C(=O)c2ccccc2S1(=O)=O)N1CCN(c2ccccc2F)CC1
    i	?	-4%	0%	4%	1%	5%	0%	6
[20] N=c1n(CCN2CCCCC2)c2ccccc2n1CC(=O)c1cccc([N+](=O)[O-])c1
    ?	-3%	0%	1%	?	0%	?	-2%	67
[21] O=C(CN1CCN(S(=O)(=O)c2ccc(F)cc2)CC1)NCc1cccs1
    i	-19%	2%	-2%	20%	16%	10%	9%	12
[22] Cc1cc(/C(N)=N/OC(=O)Nc2ccccc2)no1
    i	-5%[9.22 µM]	?	0%	50%[activator]	9%	2%	10%	4
[23] Cc1cn([C@H]2C[C@H](O)[C@@H](CNC(=O)[C@H]3CCC(=O)N3)O2)c(=O)[nH]c1=O
    i	.	-1%	.	-5%	0%	-9%	2%	-7
[24] Cc1[nH]c2ccccc2c1C(=O)CN1C(=O)C(=O)N(C2CCCC2)C1=O
    i	4%	-23%	-1%	-26%	3%	24%	-5%	1
[25] Cc1cccc(C(=O)Nc2c(C(=O)N3CCN(c4ccc(F)cc4)CC3)oc3ccccc23)c1
    i	.	?	.	2%	.	-2%	.	.
[26] O=C(C=Cc1ccc(Cl)s1)c1ccc(Cl)s1
    i	?	0%	?	3%	1%	0%	7%	-51*
[27] CCn1c(=S)sc2c(=O)n(CC(=O)Nc3ccccc3C(F)(F)F)c(C)nc21
    32µM*	-8%	-27%	-8%	.	0%	0%	2%	-4
[28] C=CCn1c(SCCOc2ccc(OC)cc2)nnc1C(CO)NC(=O)c1ccc(OC)cc1 (stereo not drawn)
    ?	-1%	-10%	15%	-5%	-4%	-3%	-24%	1
[29] Cc1cc(N=Cc2c(O)n(-c3ccc4c(c3)OCO4)c(=O)c3ccccc23)ccn1
    ?	?	?	?	?	?	?	?	?
[30] COc1ccc(CCC(=O)N2CCN(S(=O)(=O)c3ccc4ccccc4c3)CC2)cc1
    i	12%	-10%	4%	-9%	-12%	-8%	-16%	-17
[31] N#CCCN(Cc1cccnc1)C(=O)Nc1ccccc1
    i	-2%	0%	17%	3%	-6%	-11%	1%	2
[32] Cc1ccc(-c2nnc(CSc3nc(C)nc4sc(C)c(C)c34)o2)cc1
    i	0%	6%	?	0%	6%	18%	8%	-14
[33] O=C(C1CCN(CC2CCCCC2)CC1)N1CCCC1
    i	-5%	8%	14%	-7%	15%	-12%	10%	-3
[34] O=C(O)/C=C\C(=O)Nc1cccc(C(=O)Nc2cccc(O)c2)c1
    i	-6%	7%	8%	10%	27%	-3%	-1%	0
[35] O=C(N/N=C/c1ccc(Cl)c([N+](=O)[O-])c1)c1cnccn1
    i	2%	23%	-2%	4%	2%	8%	14%	5
[36] CCOC(=O)C1=C(C)NC(C)=C(C(=O)OCC)C1c1ccc(O)cc1
    i	-3%	2%	-2%	18%	-5%	-26%	-16%	-4
[37] Cc1ccc(CNC(=O)Cn2cccc2)cc1
    i	-9%	?	2%	.	13%	0%	3%	-4
[38] Cc1ccc(/C(N)=N/OC(=O)COc2ccc(Cl)c(C)c2)cc1
    i	48%	-5%	-2%	-1%	-3%	17%	1%	-2
[39] Cc1ccc(N(CC(=O)NC(C)(C)C)C(=O)CCC(=O)Nc2nccs2)cc1C
    i	-5%	-2%	-16%	-5%	-6%	2%	-1%	-25
[40] Cc1cc(-c2nc3ncccc3o2)ccc1NC(=O)CC(C)C
    i	-2%	16%	0%	17%	-3%	?	10%	?
[41] COc1cc(C(=O)N(Cc2ccccc2)c2cccc(C)c2)ccc1OC(F)F
    i	12%	?	-1%	0%	0%	-5%	-9%	-8
[42] CSc1ncccc1C(=O)Nc1nc2c(C)cccc2s1
    i	?	-2%	?	.	17%	-13%	5%	-24
[43] C=CCNc1ncnc2c1ncn2[C@H]1CN(C2CCCC2)C[C@@H](CO)O1
    i	.	1%	.	11%	2%	0%	19%	28
[44] Cc1ccc(S(=O)(=O)N2CC=C(c3c(C)n(CC(=O)N4CCCC4)c4ccccc34)CC2)cc1C
    i	.	1%	.	-19%	.	-9%	.	.
[45] NC(=S)Nc1ccc(F)c(F)c1F
    i	-12%	13%	0%	.	-2%	4%	2%	12
[46] CCCCN(C)CCNC(=O)c1ccc(Cn2c(=O)[nH]c3cc(OC)c(OC)cc3c2=O)cc1
    i	.	?	.	-6%	.	?	.	.
[47] O=C(CN(CC1CCCO1)C(=O)CCC(=O)Nc1nccs1)NCC1CCCO1 (stereo not drawn)
    i	-1%	-8%	0%	-12%	15%	14%	19%	13
[48] CCc1ccc(OCC2Cn3c(nc4c3c(=O)[nH]c(=O)n4C)O2)cc1 (stereo not drawn)
    ?	-5%	0%	1%	.	-1%	-12%	-5%	13
[49] O=C(Nc1ccccc1)C1=C[C@H](c2ccc(Br)cc2)C[C@H](OCc2ccc(CO)cc2)O1
    ?	11%[9.22 µM]	9%	?	-28%	-18%	-10%	-3%	-53*
[50] COc1ccc(NC(C)=O)cc1NC(=O)c1ccc(C#N)cc1
    i	-9%	?	16%	.	1%	?	0%	-15
[51] O=C(O)COc1c(Cl)cc(/C=C2\NC(=O)NC2=O)cc1Br
    i	-10%	0%	-1%	.	7%	-1%	2%	0
[52] Cc1cc(N2CCN(C)CC2)n2cc(-c3ccc(F)cc3)nc2n1
    i	-1%	-6%	4%	-8%	-1%	?	-20%	-19
[53] CCOc1ccc(C(=O)CCC(=O)Nc2ccccc2C)cc1
    i	2%	-1%	2%	8%	-1%	-3%	-8%	-10
[54] COc1ccc(C(CNC(=O)c2ccc(NS(=O)(=O)c3ccc(F)c(C)c3)cc2)N2CCCC2)cc1 (stereo not drawn)
    ?	3%	?	?	5%	-16%	9%	1%	-9
[55] COC(=O)Cn1c(C(=O)N2CCCC2)cc2c1C[C@H]1CN(C(=O)c3ccccc3)[C@@](Cc3ccc(OC)cc3)(C(=O)OC)[C@@H]21
    i	.	?	.	-12%	1%	11%	6%	6
[56] Cc1ccc(C)c(NC(=O)CCc2ccc(S(=O)(=O)NC3CCCCC3)cc2)c1
    i	?	-19%	-3%	-9%	-3%	-8%	-7%	-11
[57] Cc1cc(Oc2ccccc2)nc(SCC(N)=O)n1
    i	-3%	-2%	-3%	4%	2%	-5%	7%	11
[58] COc1ccccc1NC(=O)c1ccc(S(=O)(=O)N2CCOCC2)cc1
    i	4%	1%	-4%	0%	-6%	-7%	0%	-19
[59] Cc1csc(CNc2ncnc3ccc(-c4cccnc4)cc23)c1
    i	-5%	-5%	6%	-6%	.	-2%	.	.
[60] Cc1nnc(SC(C)C(=O)NC2CCCCC2)[nH]c1=O (stereo not drawn)
    i	-6%	0%	-1%	0%	6%	9%	1%	5
